Source: PubChem BioAssay
5HT1a ag = agonists of human 5-HT1a serotonin receptor; P08908; CHO 5-HT1a Ga15 NFAT-bla reporter, FRET ratio; 0% basal, 100% maximal reference agonist; activation, % at 10 µM; hit rate 0.56% among 65,000;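 active = activation above the screen-wide mean activation plus 3 SD, cut at about 19% in these data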;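 also: 0% = DMSO wells and 100% = 5-CT at EC100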
Target sequence (P08908 whole entry, looked up): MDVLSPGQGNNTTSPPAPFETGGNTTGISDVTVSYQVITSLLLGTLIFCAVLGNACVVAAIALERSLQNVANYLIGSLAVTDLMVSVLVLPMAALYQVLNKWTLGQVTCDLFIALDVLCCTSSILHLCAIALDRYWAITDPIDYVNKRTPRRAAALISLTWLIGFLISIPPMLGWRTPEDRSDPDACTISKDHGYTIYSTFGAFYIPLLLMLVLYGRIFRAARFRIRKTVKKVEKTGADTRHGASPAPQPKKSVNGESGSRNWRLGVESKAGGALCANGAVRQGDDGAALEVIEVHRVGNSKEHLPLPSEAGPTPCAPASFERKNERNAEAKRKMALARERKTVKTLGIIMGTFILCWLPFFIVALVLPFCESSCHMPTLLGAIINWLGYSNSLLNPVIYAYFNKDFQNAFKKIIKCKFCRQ
D1 mod = allosteric modulators of human D1 dopamine receptor; HEK293 D1, CRE-luciferase, dopamine EC30 potentiation; actives deviate in either direction; B-score at 10 µM; hit rate 5.9% among 58,000; AID 641;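 active = luminescence count or its row- and column-corrected plate score outside the 99.7% band of the plate's sample wells, on either side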
HTR1E agonist = activates the human 5-HT1E serotonin receptor; CHO 5-HT1E Ga15 NFAT-bla reporter, FRET; 0% DMSO wells, 100% control agonist wells; activation, % at 6 µM; hit rate 0.69% among 65,000;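 active = activation above a set limit, the screen-wide mean activation plus 3 SD, cut at about 8.5% in these data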;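 also: 100% = positive control agonist at 1 µM giving full maximal response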
Target sequence (P28566 whole entry, looked up): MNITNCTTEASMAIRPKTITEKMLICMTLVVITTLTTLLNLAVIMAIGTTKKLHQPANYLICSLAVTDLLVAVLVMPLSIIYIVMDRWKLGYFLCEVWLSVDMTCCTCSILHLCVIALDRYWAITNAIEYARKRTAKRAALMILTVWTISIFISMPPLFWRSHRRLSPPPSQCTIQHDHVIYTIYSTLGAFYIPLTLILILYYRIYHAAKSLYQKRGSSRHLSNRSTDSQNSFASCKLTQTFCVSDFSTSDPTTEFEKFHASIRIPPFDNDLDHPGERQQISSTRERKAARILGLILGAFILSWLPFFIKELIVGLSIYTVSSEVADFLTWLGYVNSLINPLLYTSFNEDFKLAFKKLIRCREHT
S1P3 ag = S1P3 (human) receptor agonism. Q99500. hit rate 0.1% among 60,000. AID 373. S1P3 NFAT-BLA reporter cells, FRET ratio; relative to 1 µM S1P, basal subtracted. activation, % at 4.5 µM;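 active = activation above the screen-wide mean plus 3 SD, cut at about 4.5% in these data, passing the limit was not always enough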; also: some compounds called inactive have numbers as strong as hits
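material = human S1P3 NFAT-BLA reporter CHO cells | schedule = 4 h compound at 37 °C, 2 h substrate at RT | measured by = fluorescent BLA substrate, ex 405 nm, em 460/535 nm ratio | controls = 1 µM S1P reference | replication = primary once, confirmation triplicate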
HEK293 NFkB inh = inhibitors of the PMA/ionomycin-induced NF-kB reporter in HEK293 cells | HEK-293 NF-kB luciferase reporter, luminescence | inhibition, % at 3 µM | hit rate 0.21% among 62,000 | AID 465;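 active = inhibition above the mean of all tested compounds plus 3 SD, cut at about 40% in these data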;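 also: 0% = stimulated DMSO wells and 100% = 10 µM reference inhibitor 5653914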
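Reagent: PMA plus ionomycin mix as NF-kB-activating stimulus. Assay system: NF-kB luciferase reporter HEK-293 cells. Technique: luminescence from luciferase substrate reagent. Incubation: 1 h compound pre-incubation, 16 h PMA/ionomycin at 37 °C. Benchmarks: DMSO only as uninhibited control, 10 µM reference inhibitor as full inhibition. Repeats: tested once.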
Jurkat tox 60K = reduces viability or proliferation of Jurkat cells; Jurkat E6.1 viability, ATP luminescence, 48 h; inhibition, % at 4 µM; hit rate 1.2% among 56,000; AID 463;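 active = inhibition above the mean inhibition of all tested compounds plus 3 SD, cut at about 28% in these data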
S1P1 ag-PAM = agonists and agonism potentiators of human S1P1 receptor; AID 449; S1P1 CRE-bla cells, forskolin, beta-lactamase FRET, potentiator mode; S1P1 agonist co-added at EC20, 2 nM; 100% = saturating reference agonist, 0% = basal; P21453; activation, % at 9.5 µM; hit rate 0.57% among 56,000;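 active = activation above a cutoff set at the mean activation of all tested compounds plus 3 SD, cut at about 54% in these data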;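 also: forskolin at 4 µM as EC80 and the EC20 agonist is SEW2871; 100% = SEW2871 at its EC100 plus forskolin at EC80; some compounds past the cut are filed as inactive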
5-HT1A blocker = antagonists of human 5-HT1a serotonin receptor; P08908; CHO 5-HT1a Ga15 NFAT-bla reporter, antagonist mode; inhibition, % at 10 µM; hit rate 0.68% among 62,000; AID 612;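 active = inhibition above the mean of all tested compounds plus 3 SD, cut at about 43% in these data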;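 also: receptor stimulated by 5-CT agonist at 100 nM near EC80; beta-lactamase reporter measured by ratiometric fluorescence of a cleavable substrate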
5HT1E antag = 5-HT1E (human) receptor antagonism | CHO 5-HT1E Ga15 NFAT-bla reporter, FRET, antagonist | inhibition, % at 6 µM | hit rate 0.99% among 65,000 | AID 571;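 active = inhibition above a set limit, the mean inhibition across every tested compound plus 3 SD, cut at about 29% in these data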;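 also: signal is the 460 over 535 nm emission ratio of beta-lactamase substrate; 0% = agonist plus DMSO wells and 100% = wells without agonist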
Active calls of the source: *; · = no result given.

SMILES	5HT1a ag	D1 mod	HTR1E agonist	S1P3 ag	HEK293 NFkB inh	Jurkat tox 60K	S1P1 ag-PAM	5-HT1A blocker	5HT1E antag
O=C(NCc1ccco1)C12CC3CC(C1)CC(C(=O)NCc1ccco1)(C3)C2	-4.5	-0.0016	-0.4	-0.5	2	-1	-15	-12	-11
CC(N)C12CC3CC(C1)CC(C(C)N)(C3)C2 (stereo not drawn)	-4.0	-0.71	-0.5	0.0	14	2	-16	1	0
Cc1csc(-c2cnn(-c3ccccc3)c2NC(=O)c2ccccc2)n1	-1.1	·	-0.4	-0.6	14	11	-8	11	3
NC(=O)COc1ccc(=O)n(-c2ccccc2)n1	-5.0	·	1.5	-0.9	11	1	0	9	-9
COc1ccc2[nH]c(=O)c(CN(CC3CCCO3)C(=O)Nc3ccccc3OC)cc2c1 (stereo not drawn)	2.5	·	0.6	-0.7	10	7	2	-6	5
CN(C1CCCCC1)S(=O)(=O)c1ccc2c(c1)c(=O)c(C(=O)NCCCN1CCCC1)cn2C	-3.0	0.026	0.3	-0.3	4	-4	-17	-11	2
Cc1ccc(S(=O)(=O)NCCC(=O)Nc2nnc(C3CC3)s2)cc1C	-1.4	1.5	0.1	0.1	12	4	0	-1	-1
Cc1cnc(C(=O)OCC(=O)Nc2ccc(Cl)cc2)cn1	-0.7	1.3	-0.3	·	-3	·	·	-5	-2
CN1CCN(c2nc3ccccc3nc2C(C#N)C(=O)OC2CCCCC2)CC1 (stereo not drawn)	-3.4	-0.83	0.1	-1.3	13	6	9	3	1
O=C(CCn1c(=O)oc2ccccc21)NCCCN1CCCC1=O	-2.5	-0.57	0.6	-0.4	11	1	-12	3	6
CCc1c(C)nc(SCC(=O)Nc2ccc(Br)cc2)[nH]c1=O	-1.4	-1.2	0.6	-1.0	14	2	19	0	0
CCCn1c(=O)c(Cc2ccccc2)c(O)c2ccccc21	-3.7	0.38	-1.4	0.2	0	1	-4	3	-4
Cc1cc(C)n2nc3nc(N4CCCCC4)nc(-c4ccco4)c3c2n1	0.8	1.1	0.9	0.0	25	-2	7	0	-5
Cc1cccc(-c2nnn(CC/C(N)=N/O)n2)c1	-2.9	-0.48	-1.2	-0.7	10	6	2	6	4
CC(C)CC(NS(=O)(=O)c1ccc2c(c1)oc(=O)n2C)C(=O)N1CC=C(c2ccccc2)CC1 (stereo not drawn)	1.4	·	0.4	0.2	8	2	-5	5	-9
Cc1cccc(-n2nnc(C(=O)NCc3ccccn3)c2N)c1	-0.9	-0.28	-0.7	-0.2	11	13	-8	5	4
CCCCN1C(=O)c2ccc(C(=O)NC3=NCCS3)cc2C1=O	-2.3	·	0.1	-0.9	-2	4	17	1	2
COC(=O)CCC(=O)Nc1nc(-c2ccccc2)cs1	1.7	0.022	1.5	0.3	4	0	-10	-14	3
CCC(C)NC(=O)c1ccc(NC(=O)C2CCCO2)cc1 (stereo not drawn)	-2.0	0.65	0.5	·	19	·	·	2	-11
Cn1c(-c2ccccc2)cnc1SCC(N)=O	1.7	-1.4	-0.3	-1.3	6	-6	-3	-6	2
CCOC(=O)c1c(C)nc2ncccn12	0.4	0.3	0.5	0.0	4	-10	-5	-12	8
Cn1c(SCc2ccccc2Cl)nnc1-c1cnccn1	1.5	0.52	0.3	·	-10	·	·	-8	-5
CCCC(=O)Nc1ccc(OCC(=O)OC)cc1	-0.5	-0.085	0.1	0.7	18	-2	-8	-12	-4
OC(CN1C2=NCCN2c2ccccc21)c1ccc(Br)cc1 (stereo not drawn)	-1.7	-5*	1.0	-1.2	15	2	-6	28	9
Cc1ccc(C2=N/C(=C/N3CCOCC3)C(=O)O2)cc1	-3.6	-0.034	-0.3	-0.6	-2	-4	-4	-2	-8

Some of the entries above, set out differently:
O=C(NCc1ccco1)C12CC3CC(C1)CC(C(=O)NCc1ccco1)(C3)C2
  5HT1a ag = -4.5 | D1 mod = -0.0016 | HTR1E agonist = -0.4 | S1P3 ag = -0.5 | HEK293 NFkB inh = 2 | Jurkat tox 60K = -1 | S1P1 ag-PAM = -15 | 5-HT1A blocker = -12 | 5HT1E antag = -11
CC(N)C12CC3CC(C1)CC(C(C)N)(C3)C2 (stereo not drawn)
  5HT1a ag = -4.0 | D1 mod = -0.71 | HTR1E agonist = -0.5 | S1P3 ag = 0.0 | HEK293 NFkB inh = 14 | Jurkat tox 60K = 2 | S1P1 ag-PAM = -16 | 5-HT1A blocker = 1 | 5HT1E antag = 0
Cc1csc(-c2cnn(-c3ccccc3)c2NC(=O)c2ccccc2)n1
  5HT1a ag = -1.1 | D1 mod = · | HTR1E agonist = -0.4 | S1P3 ag = -0.6 | HEK293 NFkB inh = 14 | Jurkat tox 60K = 11 | S1P1 ag-PAM = -8 | 5-HT1A blocker = 11 | 5HT1E antag = 3
NC(=O)COc1ccc(=O)n(-c2ccccc2)n1
  5HT1a ag = -5.0 | D1 mod = · | HTR1E agonist = 1.5 | S1P3 ag = -0.9 | HEK293 NFkB inh = 11 | Jurkat tox 60K = 1 | S1P1 ag-PAM = 0 | 5-HT1A blocker = 9 | 5HT1E antag = -9

An excerpt from above in order of the 5HT1E antag value, rising:
SMILES | 5HT1a ag | D1 mod | HTR1E agonist | S1P3 ag | HEK293 NFkB inh | S1P1 ag-PAM | 5-HT1A blocker | 5HT1E antag
CCC(C)NC(=O)c1ccc(NC(=O)C2CCCO2)cc1 (stereo not drawn) | -2.0 | 0.65 | 0.5 | · | 19 | · | 2 | -11
CCCC(=O)Nc1ccc(OCC(=O)OC)cc1 | -0.5 | -0.085 | 0.1 | 0.7 | 18 | -8 | -12 | -4
CC(N)C12CC3CC(C1)CC(C(C)N)(C3)C2 (stereo not drawn) | -4.0 | -0.71 | -0.5 | 0.0 | 14 | -16 | 1 | 0
Cn1c(-c2ccccc2)cnc1SCC(N)=O | 1.7 | -1.4 | -0.3 | -1.3 | 6 | -3 | -6 | 2
CCOC(=O)c1c(C)nc2ncccn12 | 0.4 | 0.3 | 0.5 | 0.0 | 4 | -5 | -12 | 8

(listing goes on)
SMILES	5HT1a ag	D1 mod	HTR1E agonist	S1P3 ag	HEK293 NFkB inh	Jurkat tox 60K	S1P1 ag-PAM	5-HT1A blocker	5HT1E antag
COc1ccc(CCN(Cc2cccs2)S(=O)(=O)c2ccc(-n3cnnn3)cc2)cc1OC	-1.3	1.5	-0.1	0.0	18	7	4	4	10
Cn1cccc1Cc1nnc(SCC(=O)NC2CCCCC2)n1CCc1ccccc1	-2.6	1.5*	0.6	-0.4	16	-4	12	5	0
CCc1nnc(NC(=O)CSc2nnc(Cc3ccccc3)n2-c2ccccc2)s1	0.9	0.77	-0.2	-1.0	19	-2	-2	-7	7
COc1cc(C2=Nc3c(c(C)nn3-c3ccccc3)P(=O)(N3CCOCC3)O2)cc(OC)c1OC (stereo not drawn)	1.0	-0.24	-0.8	·	20	·	·	10	17
CCC1c2ccc(C)n2CCN1C(=O)Nc1ccc(F)cc1 (stereo not drawn)	-2.4	0.54	0.3	-0.8	3	0	4	-1	-10
Cc1ccc(S(=O)(=O)N2CCC(C(=O)Nc3nnc(C4CCCC4)s3)CC2)cc1	-0.6	-0.082	1.0	-0.5	15	-4	-9	4	0
COc1ccc2[nH]c(C(=O)O)c(NS(=O)(=O)c3ccc(OC)c(OC)c3)c2c1	0.2	0.11	5.0	0.2	11	-2	-26	-12	-6
O=C(NCCCCNC(=O)c1ccco1)c1ccco1	1.0	0.83	-0.6	0.2	-6	-3	-12	1	3
O=c1nc(NCc2ccco2)sc2ncccc12	0.4	0.0018	1.5	-1.1	-3	-2	-11	0	-1
CCOC(=O)c1[nH]c(C)c(C(=O)NCCc2ccc(OC)cc2)c1C	-1.9	·	-0.4	-0.5	12	0	8	9	11
CCOc1nc(OCC)nc(N2CCC(C)CC2)n1	5.6	27*	0.4	-0.2	6	-2	-8	-2	12
CCOc1ccc(/C=C\C(C)=N\O)cc1	1.3	-0.53	0.3	-1.1	-55	7	-13	-9	4
CC(C)N(Cc1nc(-c2ccc(Cl)cc2)no1)C(=O)C12CC3CC(CC(C3)C1)C2	-1.3	·	-0.2	-1.0	22	1	7	9	1
Cc1cc(C)nc(SCCn2c(N3CCCCC3)nc3c2c(=O)n(C)c(=O)n3C)n1	-1.3	·	0.2	·	10	·	·	-17	10
COc1ccc2[nH]c(C)c(C(=O)CN3CCN(C(=O)c4ccco4)CC3)c2c1	-1.7	·	-0.4	0.3	·	·	0	·	-2
CCCCc1n[nH]c2c1/C(=N/O)CC(c1ccccc1)C2 (stereo not drawn)	-1.3	-0.46	-0.2	·	13	·	·	-6	2
Cc1ccc(CNC(=O)CCNC(=O)Cn2ccc3ccccc3c2=O)o1	-1.3	0.063	-0.5	·	5	·	·	6	18
O=c1[nH][nH]c(=O)c2cc(N3CCCC3)ccc12	-3.2	-0.086	0.8	-0.5	2	-3	-13	7	-5
COc1ccc(C(=O)N2CCCc3ccccc32)cc1	-2.8	1	-0.4	-1.4	0	-12	-1	17	-1
Cc1nc(NC2=NCN(Cc3ccco3)CN2)nc2ccccc12	-6.6	-0.29	1.3	-1.6	17	6	-22	10	-8
Cc1ccc(Cn2c(SCCN3CCCCC3)nc3c2c(=O)n(C)c(=O)n3C)cc1	1.8	1.2	0.2	-2.0	10	7	-4	-1	-3
Cc1nc(N[C@@H](Cc2c[nH]c3ccccc23)C(=O)O)c2oc3ccccc3c2n1	-0.6	-0.021	0.3	·	11	·	·	5	2
Cn1c(=O)c2c(nc(CN3CCc4ccccc4C3)n2Cc2ccccc2)n(C)c1=O	-0.6	0.19	0.4	-0.7	20	2	-10	2	11
O=C(CSc1nc2sc3c(c2c(=O)[nH]1)CCCC3)NCCO	-2.2	-0.035	1.0	-0.5	8	3	-16	-11	-2
CCOC(=O)CN1C(=O)C(O)(c2c(C)[nH]c3ccccc23)c2ccccc21 (stereo not drawn)	-2.5	·	-1.0	-1.0	9	9	14	16	19
O=C(Nc1cccc(Cl)c1)N1CCN(C/C=C/c2ccccc2)CC1	1.4	-0.85	0.6	-0.5	11	-1	-13	2	-4
